# High-throughput results as filed in PubChem.
# KCNH2 3.1 block = KCNH2 3.1 (human) potassium channel inhibition | U2OS KCNH2 3.1, thallium flux FluxOr; active compounds read low | activity change, % (tested at about 1.8 µM) | 340,000 compounds, 0.95% hits | AID 720553;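 active = maximum activity change below -70%; inconclusive = maximum activity change from -70% to -50%; inactive = maximum activity change above -50%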;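 also: thallium influx rate constant from kinetic fluorescence after stimulation buffer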
#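 We transduce U2OS cells with the mutant 3.1 virus, culture them overnight, load FluxOr with Red40 quencher for 45 min, then add stimulation buffer and read kinetically for 2 min to derive a normalized rate constant.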
# hERG WT inh = inhibitors of human wildtype KCNH2 potassium channel | Q12809 | U2OS, BacMam KCNH2, thallium flux FluxOr; active compounds read low | activity change, % at 1.84 µM | 340,000 compounds, 0.37% hits | AID 720551;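 active = maximum activity change below -70%; inconclusive = maximum activity change between -70% and -50%; inactive = maximum activity change above -50%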
# Target sequence (Q12809 whole entry, looked up): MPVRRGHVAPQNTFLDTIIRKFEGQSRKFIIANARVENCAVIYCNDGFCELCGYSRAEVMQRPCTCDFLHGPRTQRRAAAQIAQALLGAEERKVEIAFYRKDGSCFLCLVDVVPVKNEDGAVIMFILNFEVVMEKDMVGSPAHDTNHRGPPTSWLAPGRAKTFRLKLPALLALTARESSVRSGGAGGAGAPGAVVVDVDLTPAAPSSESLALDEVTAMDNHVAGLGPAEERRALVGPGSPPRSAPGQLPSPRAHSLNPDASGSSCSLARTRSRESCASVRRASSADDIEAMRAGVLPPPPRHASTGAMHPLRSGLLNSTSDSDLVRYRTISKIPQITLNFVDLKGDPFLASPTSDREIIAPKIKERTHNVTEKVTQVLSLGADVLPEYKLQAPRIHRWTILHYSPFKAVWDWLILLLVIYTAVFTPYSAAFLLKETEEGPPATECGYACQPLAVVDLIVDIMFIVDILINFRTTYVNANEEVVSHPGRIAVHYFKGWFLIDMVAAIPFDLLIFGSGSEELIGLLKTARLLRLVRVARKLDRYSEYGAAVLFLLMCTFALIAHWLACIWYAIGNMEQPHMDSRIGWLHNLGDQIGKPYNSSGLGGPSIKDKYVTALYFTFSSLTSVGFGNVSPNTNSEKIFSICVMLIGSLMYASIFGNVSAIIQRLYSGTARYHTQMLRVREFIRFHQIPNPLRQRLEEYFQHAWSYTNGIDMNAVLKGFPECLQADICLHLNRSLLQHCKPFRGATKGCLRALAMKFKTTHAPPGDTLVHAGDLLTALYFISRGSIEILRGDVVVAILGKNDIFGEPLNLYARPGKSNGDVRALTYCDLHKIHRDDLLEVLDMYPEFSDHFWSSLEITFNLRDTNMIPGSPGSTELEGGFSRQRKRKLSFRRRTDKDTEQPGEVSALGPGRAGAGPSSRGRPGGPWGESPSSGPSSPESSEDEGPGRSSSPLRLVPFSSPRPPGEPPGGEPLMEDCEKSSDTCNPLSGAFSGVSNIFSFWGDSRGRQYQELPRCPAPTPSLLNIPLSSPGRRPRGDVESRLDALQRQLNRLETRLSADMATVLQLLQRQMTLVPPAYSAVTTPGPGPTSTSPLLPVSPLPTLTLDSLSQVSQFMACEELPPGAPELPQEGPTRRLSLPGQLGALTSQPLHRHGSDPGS
#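 U2OS cells transduced with wild-type KCNH2 virus are loaded with FluxOr dye for 45 min, and thallium flux is measured in kinetic reads before and after stimulation buffer. Rate constants are normalized to DMSO controls.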
# * = called active by the depositor; ? = inconclusive. % is scaled to controls: 0 for no effect and ±100 for the full control effect. A portion of the library; count on the stated rates, not on these rows.
SMILES,KCNH2 3.1 block,hERG WT inh
CC1CCCN(C(=O)c2ccc3c(=O)n4nc(Nc5ccccc5)sc4nc3c2)C1 (stereo not given),-5.5,1.8
COc1cc(-c2nnc(NC(=O)CS(=O)(=O)c3ccc(Cl)cc3)o2)cc(OC)c1OC,3.8,-3.2
CN(c1ccc(C(=O)NCC2CCCO2)cc1)S(=O)(=O)c1ccc(Cl)cc1 (stereo not given),4.0,-0.2
COc1ccc(-c2ccc(CN3C(C(C)C)C(=O)N(Cc4cn(Cc5ccco5)nn4)CCS3(=O)=O)cc2)cn1 (stereo not given),-0.5,-0.4
[O-][N+](=Cc1ccccc1)CC1(O)CCCCC1,10.2,6.9
Cc1ccc(S(=O)(=O)N(C)C[C@H]2OCCCC[C@@H](C)Oc3ccc(N(C)C)cc3C(=O)N([C@H](C)CO)C[C@@H]2C)cc1,-19.7,-6.2
C[C@@H]1CN([C@@H](C)CO)C(=O)CCCn2cc(nn2)CO[C@H]1CN(C)S(=O)(=O)c1ccc(-c2ccccc2)cc1,8.0,-1.8
Cc1ccc([C@H]2C[C@H](O)[C@@H](n3cc(COC(=O)c4ccccc4)nn3)CN2CC2CCCCC2)cc1,1.7,2.0
CC1=C(C(=O)N2CCOCC2)CC(CC(=O)NCC2CCCCC2)C(=O)N1Cc1ccccc1 (stereo not given),7.2,-48.0
Cc1cccc(NC(=O)CSc2nc3ccccc3c(=O)n2C)c1C,9.3,-2.3
CC(C)C1C(=O)N(Cc2cn(Cc3ccco3)nn2)CCS(=O)(=O)N1Cc1ccc(-c2ccc(Cl)cc2)cc1 (stereo not given),?,-3.0
O[C@@H]1CN(Cc2cccs2)[C@@H](c2ccccc2)C[C@H]1n1cc(-c2ccc(F)cc2)nn1,-26.4,-5.3
C[C@H](CO)N1C[C@H](C)[C@H](CN(C)C(=O)c2ccccn2)Oc2ncc(Br)cc2C1=O,2.7,0.9
C[C@H]1CN([C@@H](C)CO)C(=O)CCCn2nncc2CO[C@@H]1CN(C)C(=O)c1ccc(N2CCN(C)CC2)cc1,0.7,10.5
CCOc1cc(/C=N/NC(=O)c2ccncc2)cc(Br)c1O,?,-14.5
C[C@@H]1CN([C@H](C)CO)C(=O)CCCn2nncc2CO[C@H]1CN(C)C(=O)CCC(F)(F)F,14.7,-9.5
O=[N+]([O-])c1ccc(CN2CC(N3CCN(CCO)CC3)CS2(=O)=O)cc1 (stereo not given),-2.3,-1.3
Cn1ncc([N+](=O)[O-])c1C(=O)Nc1cc(Cl)ccc1Cl,-10.5,-2.7
Cc1n[nH]c2ccc([N+](=O)[O-])cc2c1=O,-1.2,18.4
CCOC(=O)N(C)C[C@@H]1OCc2cnnn2CCCC(=O)N([C@@H](C)CO)C[C@@H]1C,-3.4,5.4

# Sorted by molar mass (ascending): three of the compounds above.
SMILES,KCNH2 3.1 block,hERG WT inh
Cn1ncc([N+](=O)[O-])c1C(=O)Nc1cc(Cl)ccc1Cl,-10.5,-2.7
O=[N+]([O-])c1ccc(CN2CC(N3CCN(CCO)CC3)CS2(=O)=O)cc1 (stereo not given),-2.3,-1.3
C[C@H](CO)N1C[C@H](C)[C@H](CN(C)C(=O)c2ccccn2)Oc2ncc(Br)cc2C1=O,2.7,0.9

# Following part.
SMILES,KCNH2 3.1 block,hERG WT inh
C[C@@H]1CN([C@@H](C)CO)S(=O)(=O)c2ccc(-c3ccc(C(=O)N(C)C)cc3)cc2O[C@@H]1CN(C)Cc1ccccc1C(=O)O,-0.3,-5.6
C[C@@H]1CN([C@H](C)CO)C(=O)c2cc(Br)cnc2O[C@@H]1CN(C)C(=O)Cc1ccccc1,21.2,-4.2
O=C(COC(=O)CCNS(=O)(=O)c1ccc(Cl)cc1)NCc1ccccc1,11.4,7.1
CCN1CCN(C(=O)c2cc(COc3ccc(F)c(F)c3)on2)[C@@H](C)C1=O,1.3,2.6
CCCc1c(C(=O)N/N=C(\C)c2cc(C)sc2C)nnn1-c1nonc1N,-7.2,4.8
O=C(COc1ccc(S(=O)(=O)N2CCOCC2)cc1Cl)NCc1ccc2c(c1)OCO2,0.1,0.1
CCC(CC)c1nnc(NC(=O)CSCc2c(C)noc2C)s1,3.7,-2.3
CCC/C=C/c1ccc(CN2C(C)C(=O)N(Cc3cn(CCC4OCCO4)nn3)CCS2(=O)=O)cc1 (stereo not given),8.3,-2.2
Cc1ccc(OCCC(=O)NNC(=O)c2ccncc2)cc1,15.6,-3.2
O=C(Oc1ccc[nH]c1=O)c1ccc(F)cc1,-0.9,-7.2
COc1ccc(-c2ccc(CN3C(C(C)C)C(=O)N(Cc4cn(CCC5OCCCO5)nn4)CCS3(=O)=O)cc2)cn1 (stereo not given),2.5,6.6
CCN(CC)S(=O)(=O)c1ccc(N2CCOCC2)c(NC(=O)c2cc3ccccc3o2)c1,-9.7,12.3
O=C(OCc1ccccc1)N1CCC2CC1c1cc(N3CCNCC3)ccc12 (stereo not given),5.9,-0.8
CCOC(=O)CCCCCC(=O)Nc1ccc2c(c1)C(=O)N([C@@H](C)CO)C[C@H](C)[C@H](CN(C)C(=O)NC(C)C)OCCCC[C@H](C)O2,25.7,-7.5
COc1cccc(/C=C/C(=O)OCC(=O)c2ccc(Br)cc2)c1,0.7,-5.1
COc1ccc(NC(=O)CCNS(=O)(=O)c2ccccc2F)cc1S(=O)(=O)N1CCOCC1,7.3,0.9
CN(C)S(=O)(=O)c1cccc(NC(=O)CNc2cccc(S(=O)(=O)N3CCCCC3)c2)c1,10.8,-1.5
Cn1c(=O)c2cccnc2c(=O)n1C,-14.0,-5.3
C[C@H]1CN([C@@H](C)CO)C(=O)c2cc(/C=C/c3ccccc3)cnc2O[C@H]1CN(C)C(=O)c1cccc(F)c1,-4.3,-5.2
COc1ccc(CN2CCC[C@]3(N[C@H](c4ccc(OC)cc4)[C@@H]4C(=O)N(C)C(=O)[C@@H]43)C2=O)cc1,-1.6,1.4
CC1CCN(c2ccc3c(c2)S(=O)(=O)c2cc(C(=O)O)ccc2C3=O)CC1,11.0,0.8
CCCCCCNC(=O)O[C@H]1CN(C(=O)OC(C)C)N(C(=O)OC(C)C)[C@@H]2CN(S(=O)(=O)c3ccc(C)cc3)C[C@]12O,0.7,-2.6
Cc1ccc(-c2nc3c(c(SCC(=O)N4CCCC4)n2)COC(C)(C)C3)cc1,4.3,10.2
CC(C)NC(=O)Nc1ccc2c(c1)C(=O)N([C@H](C)CO)C[C@H](C)[C@@H](CN(C)Cc1ccc3c(c1)OCO3)OCCCC[C@@H](C)O2,13.8,2.6
C[C@H](CO)N1C[C@H](C)[C@@H](CN(C)C(=O)C2CC2)OCc2cnnn2CCCC1=O,-4.7,-5.7
COc1cc(/C=C/C(=O)OCC(=O)N2CC(C)OC(C)C2)ccc1OCC#N (stereo not given),-3.4,-1.0
COc1ccc2c(CN3CCN(Cc4ccccc4)CC3)cc(=O)oc2c1,-107.7*,-78.8*
COc1ccc(Br)c(C(=O)OCC(=O)NC2CCCCCCC2)c1,-3.9,-5.0
Cc1ccc(N(CC(=O)NC(C)(C)C)C(=O)CCC(=O)Nc2ccccn2)cc1,11.1,6.8
CC1=C(C(=O)N2CCOCC2)CC(CC(=O)NCc2cccs2)C(=O)N1Cc1ccc(F)cc1 (stereo not given),5.4,-4.4

# 4 of these compounds in a different format:
> COc1ccc2c(CN3CCN(Cc4ccccc4)CC3)cc(=O)oc2c1
  KCNH2 3.1 block: -107.7*	hERG WT inh: -78.8*

> CC1CCN(c2ccc3c(c2)S(=O)(=O)c2cc(C(=O)O)ccc2C3=O)CC1
  KCNH2 3.1 block: 11.0	hERG WT inh: 0.8

> Cc1ccc(-c2nc3c(c(SCC(=O)N4CCCC4)n2)COC(C)(C)C3)cc1
  KCNH2 3.1 block: 4.3	hERG WT inh: 10.2

> CC1=C(C(=O)N2CCOCC2)CC(CC(=O)NCc2cccs2)C(=O)N1Cc1ccc(F)cc1 (stereo not given)
  KCNH2 3.1 block: 5.4	hERG WT inh: -4.4

# (more compounds)
SMILES,KCNH2 3.1 block,hERG WT inh
Cc1ccc(C(=O)OCC(=O)Nc2ccc(C)c(S(=O)(=O)N3CCCCC3)c2)c(O)c1,-8.1,0.4
CCN(CC)CCOc1ccc(-c2c(C)c3c(ccc4ccccc43)oc2=O)cc1,1.1,-0.7
CC1(C)C2CCC(CN=C(N)CSS(=O)(=O)O)C1C2 (stereo not given),-18.9,-1.9
COc1ccc(NC(=O)c2ccccc2SCc2ccccc2)cc1,10.4,3.3
O=C(NCCc1ccc(F)cc1)C1CCC(=O)N(CC2CCCCC2)C1 (stereo not given),13.1,2.9
O=C1NC(=O)C(c2ccccc2)(c2ccccc2)N1S(=O)(=O)c1ccccc1,10.6,-5.6
Cc1ccc(S(=O)(=O)N(C)C[C@H]2Oc3ncc(-c4ccccc4)cc3C(=O)N([C@@H](C)CO)C[C@@H]2C)cc1,-30.3,11.3
O=C(NCCN1CCN(Cc2ccccc2)CC1)c1ccc(CS(=O)(=O)c2c(Cl)cccc2Cl)o1,-19.4,45.2
CC1CCCC(C)N1C(=O)COC(=O)CNS(=O)(=O)c1ccc2ccccc2c1 (stereo not given),-2.8,-6.0
CC(C)C1C(=O)N(Cc2cn(CCC3OCCO3)nn2)CCS(=O)(=O)N1Cc1ccc(-c2ccc(Cl)cc2)cc1 (stereo not given),8.1,-10.1
O=[N+]([O-])c1ccccc1NS(=O)(=O)c1ccccc1,-3.4,-0.7
c1ccc(CN2CCC3CC2c2ccc(N4CCOCC4)cc23)cc1 (stereo not given),0.1,12.9
N#CC1(Nc2ccc3c4c(cccc24)CC3)CCCCC1,0.6,-12.6
COCn1ccnc1C(=O)c1ccco1,8.3,-4.8
COc1ccc(/C(N)=N/OC(=O)c2ccc3ccccc3c2)cc1OC,4.7,-7.7
CCOc1ccccc1N(CC(=O)N1CCN(Cc2ccccc2)CC1)S(=O)(=O)c1ccccc1,7.0,-3.2
CCc1cc(C(=O)N(CC)CC(=O)Nc2c(F)cccc2F)sc1C,6.2,1.4
CNC(=O)C[C@@H]1C(=O)N(c2ccc(Br)cc2)CC1(C)C,-22.3,1.3
CN(Cc1c(C(=O)N/N=C/c2c(F)cccc2Cl)nnn1-c1nonc1N)C1CCCCC1,2.3,-4.7
CC(=O)c1cccc(NC(=O)CSc2ccc(-c3cccnc3)nn2)c1,?,-4.6
CC(C)NC(=O)N(C)C[C@@H]1OCc2cn(nn2)CCCC(=O)N([C@H](C)CO)C[C@H]1C,-3.0,-9.1
Cc1cccc2c(=O)n(C(=O)c3ccccc3)c(N)nc12,11.2,1.4
O=C(/C=C/c1cccc([N+](=O)[O-])c1)OCC(=O)N1CCCCC1,-0.9,-1.1
O=C(CN1CCN(c2ccccc2)CC1)Nc1ccccc1C(=O)NCCc1ccccc1,50.0,-10.7
COc1ccc(CN(C)C[C@@H]2OCc3cnnn3CCCC(=O)N([C@H](C)CO)C[C@H]2C)cc1,-13.7,-14.2
CC(C)COC(=O)N(C)C[C@@H]1OCc2cnnn2CCCC(=O)N([C@@H](C)CO)C[C@H]1C,-2.6,-1.7
C[C@@H]1CN([C@@H](C)CO)C(=O)CCCn2nncc2CO[C@@H]1CN(C)S(=O)(=O)c1cn(C)cn1,-6.4,-7.4
CCCCCCN1C[C@@H](n2cc(-c3ccc(F)cc3)nn2)[C@H](O)C[C@@H]1c1ccc(Cl)cc1,-2.0,-2.2
O=C(Nc1ccn(CCCN2CCC(N3CCOCC3)CC2)c(=O)n1)OCc1ccccc1,-9.4,-9.8
CCN(C(=O)CN1C(=O)NC2(CCCC2)C1=O)c1nc2c(C)cccc2s1,11.8,-23.2
COc1ccc(NC(=O)COC(=O)c2c(NC(C)=O)sc(C)c2C)cc1,-3.8,-22.8
Cc1ccc(Cc2c(-c3ccc(Br)cc3)nc3cc(C)ccn23)cc1,1.1,2.6
C[C@H](CO)N1C[C@H](C)[C@H](CN(C)C(=O)Nc2ccc(C(C)(C)C)cc2)OCc2cnnn2CCCC1=O,-15.0,-4.0
CCCCCCn1c(=O)n2n(c1=O)C[C@]1(OC(=O)NC3CCCC3)CN(S(=O)(=O)c3ccc(C)cc3)C[C@]1(O)C2,-18.1,8.0
COc1ccc(C#Cc2cnc3c(c2)C(=O)N([C@H](C)CO)C[C@H](C)[C@@H](CN(C)C(=O)Nc2cccc(OC)c2)O3)cc1,-4.3,-3.5
Cc1ccc(NC(=O)CN(C)C(=O)COC(=O)COc2cc(C)cc(C)c2)cc1,-10.2,1.9
S=C(NNC(=S)Nc1ccc(Cl)cc1)NNc1ccccc1,-11.1,-10.3
O=C1NC(Cc2ccc(O)cc2)c2nc3ccc(Br)cc3c(=O)n2-c2ncccc21 (stereo not given),2.4,-4.7
COc1ccccc1C(=O)NC(=O)COC(=O)c1cnccn1,5.7,-0.2
